TDP1 cell noCPT – qHTS for Inhibitors of human tyrosyl-DNA phosphodiesterase 1 (TDP1): qHTS in cells in absence of CPT; Potency, µM (highest dose often 46.2 µM), for inactives: at the highest dose activity change, negative = growth inhibition, usual class: inhibitors; DT40 Tdp1-/- hTDP1 cells, no CPT, ATP luminescence, 48 h; hit rate 15% among 420,000; further: nearly all actives have a fitted effect of over 55% in size
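Growth kinetics read by CellTiter-Glo luminescence after ≥48 hr at 37 °C. Cells: DT40 Tdp1-/- stably carrying human TDP1, 400 per well, compound exposure in the absence of CPT (DMSO vehicle).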
TDP1 block – blocks human tyrosyl-DNA phosphodiesterase 1; Q9NUW8; recombinant TDP1, AlphaScreen DNA substrate cleavage; Potency, µM (top dose mostly 130 µM), without a hit: top-dose activity change, negative = inhibition, actives largely listed as inhibitors; hit rate 0.28% among 350,000; AID 485290; further: nearly all actives have a fitted effect of over 40% in size
Target sequence (Q9NUW8 whole entry, looked up): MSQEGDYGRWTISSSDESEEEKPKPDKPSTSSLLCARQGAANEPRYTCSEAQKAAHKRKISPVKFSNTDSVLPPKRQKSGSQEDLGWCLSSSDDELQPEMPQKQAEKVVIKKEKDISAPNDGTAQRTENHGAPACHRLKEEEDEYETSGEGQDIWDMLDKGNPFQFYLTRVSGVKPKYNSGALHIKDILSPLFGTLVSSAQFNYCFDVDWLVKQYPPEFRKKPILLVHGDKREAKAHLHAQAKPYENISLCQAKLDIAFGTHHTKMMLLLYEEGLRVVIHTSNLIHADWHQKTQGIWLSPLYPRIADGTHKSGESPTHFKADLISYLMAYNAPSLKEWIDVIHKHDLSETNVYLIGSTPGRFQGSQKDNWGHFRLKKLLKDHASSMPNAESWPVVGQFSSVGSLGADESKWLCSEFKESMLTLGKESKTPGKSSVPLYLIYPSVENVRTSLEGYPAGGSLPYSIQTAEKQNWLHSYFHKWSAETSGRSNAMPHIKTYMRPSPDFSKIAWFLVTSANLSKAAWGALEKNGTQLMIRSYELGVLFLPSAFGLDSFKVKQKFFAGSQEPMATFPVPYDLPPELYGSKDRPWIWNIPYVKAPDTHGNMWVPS
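AlphaScreen read-out: signal falls as enzyme removes the 3' tyrosine-FITC from a 5'-biotinylated DNA oligo (15 nM, 5 min, RT). Enzyme was E. coli-made recombinant Tdp1 at 1 nM, exposed to compound for 15 min beforehand; beads 10 ug/ml, 10 min.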
TDP1 cell CPT – DT40-hTDP1 cell growth loss with CPT; chicken DT40 Tdp1-/-;hTDP1 cells + 20 nM CPT, ATP luminescence, 48 h; hit rate 12% among 420,000; Potency, µM (highest dose often 46.2 µM), without a hit: top-dose activity change, negative = growth inhibition, actives largely listed as inhibitors; AID 686979; further: nearly all actives have a fitted effect of over 55% in size
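Chicken DT40 Tdp1-/- cells complemented with human TDP1, 400 cells/well, exposed to compounds plus 20 nM camptothecin for at least 48 h at 37 C; viability read as ATP content by CellTiter-Glo luminescence.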
An asterisk follows results filed as active; ? = inconclusive; . = no result given; & = joins results of further samples; [ ] = remark or other dose. The call rests on the fitted dose curve; in most records, active means well fitted curve in the direction sought with a large enough effect; inconclusive means small, poorly fitted or top-dose-only effect, or another doubt; inactive means no such curve, though single readings can be large; an effect the other way counts as inactive or inconclusive. On the % scale 0 is the no-effect control and ±100 the full control effect; potency means the concentration at half of the fitted maximal effect.

Values in the order: TDP1 cell noCPT | TDP1 block | TDP1 cell CPT
> COc1ccc(C2=Nc3ccccc3NC(=O)C2N(C(=O)c2cc3ccccc3[nH]2)c2ccccc2)cc1 (centres undefined)
  ? | . | ?
> CC1Cc2cc(-c3csc(N)n3)ccc2O1 (centres undefined)
  -9% | . | -2%
> Cc1[nH]nc2c1C(c1cccs1)C1=C(CC(C)(C)CC1=O)N2 (centres undefined)
  -13% | 5% | 8%
> CC1(C)Cc2c(sc(/N=C/N3CCOCC3)c2C#N)C(C)(C)N1
  -1% | -3% | -1%
> O=C(Cc1ccc(NS(=O)(=O)c2ccc(F)cc2)cc1)NCc1cccnc1
  -8% | 7% | 1%
> Cc1cccc2c1-c1sc(C(=O)N3CCN(c4ccccc4)CC3)cc1CO2
  16µM* | 4% | 8.2µM*
> CCOC(=O)c1ccc(CN(Cc2ccc(OC)cc2)S(=O)(=O)c2cccc(C(F)(F)F)c2)cc1
  -27% | 5% | -20%
> O=C(N/N=C\c1ccncc1)c1ccc(Br)s1
  -8% | 4% | -21%
> CCOC(=O)C1CCN(C(=O)Nc2ccccc2Cl)CC1
  -4% | 0% | 3%
> CN(CC(=O)Nc1ccc(F)cc1)C(=O)CNC(=O)C1CCCCC1
  13% | 1% | -2%
> CN(C)c1ccc(CNC(=O)C2CCN(S(=O)(=O)c3ccc4c(ccn4C)c3)CC2)cc1
  ? | 7% | ?
> O=C(CSc1cn(CCNC(=O)c2ccccc2F)c2ccccc12)Nc1ccc(F)cc1
  23µM* | 6% | 23µM*
> NC(=O)CC(NC(=O)c1ccccc1)c1ccc(NCCc2cccc(F)c2)c([N+](=O)[O-])c1 (centres undefined)
  ? | 6% | ?
> CCOC(=O)Cn1c(=O)oc2cc(S(=O)(=O)N(C)c3ccc(OC)cc3)ccc21
  -1% | 4% | -20%
> Cc1ccc(C(=O)C(C)OC(=O)CCS(=O)(=O)c2ccc(C)cc2)cc1 (centres undefined)
  -16% | -3% | -5%
> C[C@H](CO)N1C[C@H](C)[C@@H](CN(C)C(=O)NC2CCCCC2)Oc2ccc(NC(=O)C3CCCCC3)cc2C1=O
  -17% | 1% | 13%
> Cc1cc(C(F)F)n2nc(C(=O)Nc3cc(Cl)ccc3C)nc2n1
  -24% | 2% | -9%
> CSc1ccccc1NC(=O)COC(=O)CCCOc1ccc(C)cc1
  -4% | -20% | -4%
> Cc1cc(C)c(NC(=S)N2CCN(c3ccc([N+](=O)[O-])cn3)CC2)cc1C
  ? | . | ?
> C=CCSC1=N/C(=C\c2cccnc2)C(=O)N1c1ccc(OC)cc1
  ? | -1% | -6%
> CCc1ccc(S(=O)(=O)c2nnn3c2nc(N2CCOCC2)c2ccccc23)cc1
  13% | 11% | ?
> Cc1oc2c(cc(NS(=O)(=O)c3ccc(F)cc3)c3ccccc32)c1C(=O)O
  -12% | 4%[0.0935 µM] | -19%
> CC(=O)c1c(C)oc2ccc(NS(=O)(=O)c3ccc(C(=O)O)cc3)cc12
  -15% | . | 0%
> Cc1ccc(-c2nc(CN(C)C)cc(CN(C)C)c2O)cc1
  -4% | 6% | -5%
> O=C(COC(=O)c1n[nH]c(=O)c2ccccc12)Nc1ccccc1
  -2% | -11% | -6%
> CCOC(=O)N1CCN(C(=O)c2cnc3n(c2=O)CCS3)CC1
  -12% | 0% | 6%
> CCc1ccc(OC(C)C(=O)N2CCC(c3nc4ccccc4s3)CC2)cc1 (centres undefined)
  16µM* | -3% | 18µM*
> O=C(O)c1ccc(CSc2nc3ccc(NC(=O)c4ccccc4C(=O)O)cc3s2)cc1
  -19% | -2% | -12%
> CC(C)Nc1ccc(C(CC(N)=O)NC(=O)c2ccc(Br)cc2)cc1[N+](=O)[O-] (centres undefined)
  ? | 0% | ?
> Cc1ccc(C(=O)N/N=C/c2ccc(-c3ccc(Br)cc3[N+](=O)[O-])o2)o1
  ? | 4% | ?
> COc1cccc(-c2csc3nnc(SCC(=O)NCc4cccs4)n23)c1
  0% | 5% | -4%
> CC1(C)CC[C@]2(C(=O)O[C@@H]3O[C@H](CO)[C@@H](O)[C@H](O)[C@H]3O)CC[C@]3(C)C(=CCC4[C@@]5(C)CC[C@H](O[C@@H]6O[C@H](C(=O)O)[C@@H](O[C@H]7OC[C@@H](O)[C@@H](O)[C@@H]7O)[C@H](O)[C@H]6O)C(C)(C)C5CC[C@]43C)[C@@H]2C1 (some centres undefined)
  24% | 1% | 5%
> Cc1cc(C)n2nc(SCC(=O)Nc3ccccc3C)nc2n1
  -6%&-7% | 8% | -6%&-2%
> CCOc1ccc(-c2nnn(CC(=O)Nc3cccc(OC)c3)n2)cc1OCC
  ? | 7% | ?
> CCCN(CCC)C(=O)c1cn(C)c2ccc(S(=O)(=O)N3CCCC3)cc2c1=O
  -3% | 0% | 25%
> CCc1ccccc1NC(=O)N1CCc2cc(OC)c(OC)cc2C1CC(=O)OC (centres undefined)
  18µM* | 1% | ?
> N#Cc1c(Nc2ccccc2)c(/C=N/N=C/c2ccccc2)c[nH]c1=O
  -26% | ? | 10%
> COc1ccc(C(=O)NCC(C)(C)CNC(=O)c2ccc(OC)c(OC)c2)cc1OC
  -20% | . | 0%
> CSCCC(=O)N1CCCC(N2CCN(c3cccc(C(F)(F)F)c3)CC2)C1 (centres undefined)
  ? | . | 0%
> CCOC(=O)N1CCC(NC(=O)c2ccc(NC(=O)C3CCCO3)cc2)CC1 (centres undefined)
  -8% | 7% | -2%
> NC12CC3CC(C1)CC(CC(=O)O)(C3)C2
  6% | -3% | 6%
> CCOC(=O)C1CCN(c2cc3c(cc2NC(=O)c2ccccc2OCC)n(C)c(=O)n3C)CC1
  5.8µM* | 10% | 21µM*
> CCOc1cc(CNn2cnnc2)cc(Cl)c1OCC(=O)NC(C)(C)C
  -22% | . | -5%
> Cc1nc2nc(-c3cccnc3)[nH]n2c(=O)c1C
  -11% | 5% | -8%
> CSc1nnnn1CCn1nnnc1SC
  -1% | 3% | 1%
> COc1ccc(-c2nnc(SCC#N)o2)cc1
  -10% | 3% | -11%
> COc1ccc(NS(=O)(=O)c2cn(C)cn2)cc1OC
  9% | -2% | 1%
> COc1ccc(CCN2CC(C(=O)N(C)CCc3cn[nH]c3)CCC2=O)cc1 (centres undefined)
  -1% | . | -13%
> COc1cccc(CNC(=O)c2cc(C)nc3c2c(C)nn3-c2cccc(F)c2)c1
  ? | -2% | ?
> O=C(CCC(=O)Nc1ccc(Br)cc1)N/N=C/c1ccccc1O
  6.5µM* | . | ?
> CCC1Oc2ccccc2N(CC(=O)NCCc2ccc(OC)c(OC)c2)C1=O (centres undefined)
  ? | 0%&4% | ?
> CC(=O)/C(C#N)=C1\NC(=O)C(Cc2ccccc2)S1 (centres undefined)
  ? | 9% | ?
> COc1ccccc1Nc1nc(N)nc(CSc2nnc(C)s2)n1
  -14% | 9% | -24%
> Cc1nc(C)n(C(C)CC(=O)O)n1 (centres undefined)
  1% | 5% | 4%
> COc1ccccc1CNC(=O)Cn1cccc1
  -1% | 2% | 1%
> Cc1ccc(S(=O)(=O)NCCOc2nc(N3CCOCC3)nc(N3CCOCC3)n2)cc1
  -1% | 5% | -24%
> O=C(CS(=O)(=O)c1ccccc1)Nc1nc(-c2ccccc2)cs1
  ? | 6% | ?
> CCOC(=O)c1sc(NC(=O)Cc2c(F)cccc2Cl)nc1C
  -23% | 5% | -11%
> CC(=O)Nc1ccc(C(=S)NCC2(N(C)C)CCCCC2)cc1
  -2% | 3% | -4%
> CCOC(=O)C1(C)CCN1C(=O)c1ccc2c(c1)CCO2 (centres undefined)
  -1% | . | -18%

Remaining list, next part:
Values in the order: TDP1 cell noCPT | TDP1 block | TDP1 cell CPT
> CCOc1cc(C2C(C#N)=C(N)Oc3n[nH]c(-c4ccncc4)c32)cc([N+](=O)[O-])c1O (centres undefined)
  0% | 6% | 1%
> Cc1ccc(C)c(OCC(O)CN2C(C)CCCC2C)c1 (centres undefined)
  ? | 3% | 23µM*
> Cc1ccc(-c2nc(-c3ccccc3)no2)c(Cl)c1
  -14% | 56µM* | ?
> O=C(CP(=O)(CO)CO)c1ccc(Cl)cc1
  1% | 6% | -6%
> O=S(=O)(Nc1ccc(S(=O)(=O)N2CCCCC2)cc1)c1ccc(Br)s1
  ? | -1% | -9%
> CC(C)Oc1ccccc1/C=N/NC(=O)C1CC1
  8% | . | 26%
> COc1cc2c(oc(=O)c3cc(C)cc(OC)c32)c2c(C3OC(C)C(O)C(C)(O)C3O)ccc(O)c12 (centres undefined)
  1.5µM* | . | 1.5µM*
> Cc1ccc(NC(=S)N(Cc2cccs2)Cc2cc3cccc(C)c3[nH]c2=O)cc1
  12µM* | 0% | 21µM*
> CC(=O)Nc1ccccc1C(=O)N1CCN(Cc2ccc3c(c2)OCO3)CC1
  1% | . | 1%
> CCOc1cc(C2NC(=O)NC(c3ccccc3)=C2C(C)=O)ccc1OCC(N)=O (centres undefined)
  3% | -5% | 0%
> CC1OC23CCCCC2C(C#N)(C(=N)O3)C1(C#N)C#N (centres undefined)
  ? | 5% | ?
> CCOC(=O)C1CCCN(c2c(Nc3cc(C)cc(C)c3)c(=O)c2=O)C1 (centres undefined)
  -26% | 5% | -10%
> COCCNC(=O)CNC(=S)N(Cc1ccccc1)Cc1cccnc1
  -8% | 2% | 1%
> CC(OC(=O)CCCC(=O)Nc1ccccc1)C(=O)c1ccccc1 (centres undefined)
  ? | . | ?
> Cc1ccc(S(=O)(=O)N2CCN(c3ccc([N+](=O)[O-])c(Sc4nncn4C)c3)CC2)cc1
  ? | 1% | ?
> Cc1ccc(C)c(N2CCN(C(=S)Nc3ccc4nc(N5CCOCC5)cc(C)c4c3)CC2)c1
  ? | 6% | -12%
> Cc1c(CCC(=O)NCCCn2ccnc2)c(=O)oc2cc3oc4c(c3cc12)CCCC4
  10µM* | . | 9.2µM*
> CC(C)c1nnc(NC(=O)c2ccc3c(c2)OCO3)s1
  -12% | -3% | 4%
> N/C(=N\c1nc2ccccc2o1)NC(=O)C(Cc1ccccc1)N1C(=O)c2ccccc2C1=O (centres undefined)
  -29% | 13% | -11%
> COc1ccc(/C=N/NC(=O)c2cccc(Br)c2)cc1Cn1cc(Cl)cn1
  ? | -3% | ?
> O=C1/C(=C\c2ccncc2)SC(=S)N1C1CCCCC1
  ? | 5% | ?
> COC(=O)c1ccc(N2CCN(C)CC2)c(NC(=O)c2sc3ccccc3c2Cl)c1
  16µM* | . | 23µM*
> O=C(NC(=S)NCC1CCCO1)c1cccs1 (centres undefined)
  -12% | -1% | -3%
> O=C(Nc1ccccc1F)c1cc(C(=O)Nc2ccccc2F)cc([N+](=O)[O-])c1
  -11% | 3% | -1%
> O=C(c1ccccc1)N1CCN(c2cc(Cl)nc3cc(-c4cccc(Cl)c4)nn23)CC1
  4.6µM* | . | 16µM*
> CN(c1cccc(NS(=O)(=O)c2cccs2)c1)S(C)(=O)=O
  -21% | 5% | -16%
> C=C(C)COc1ccc(-c2ncncc2-c2ccc(OC)cc2)c(O)c1
  ? | . | -22%
> Cc1ncc(CO)n1Cc1ccc(Cl)cc1
  -25% | . | -18%
> CCOc1ccc(NC(=S)NNC(=S)Nc2cccc(C(F)(F)F)c2)cc1
  ? | 6% | ?
> C/C(=N/NC(=O)c1ccc(C(C)(C)C)cc1)c1ccccn1
  0.23µM* | . | 0.46µM*

Grouped by structure, the entries above containing an NH in an aromatic ring
Values in the order: TDP1 cell noCPT | TDP1 block | TDP1 cell CPT
> COc1ccc(C2=Nc3ccccc3NC(=O)C2N(C(=O)c2cc3ccccc3[nH]2)c2ccccc2)cc1 (centres undefined)
  ? | . | ?
> Cc1[nH]nc2c1C(c1cccs1)C1=C(CC(C)(C)CC1=O)N2 (centres undefined)
  -13% | 5% | 8%
> O=C(COC(=O)c1n[nH]c(=O)c2ccccc12)Nc1ccccc1
  -2% | -11% | -6%
> N#Cc1c(Nc2ccccc2)c(/C=N/N=C/c2ccccc2)c[nH]c1=O
  -26% | ? | 10%
> Cc1nc2nc(-c3cccnc3)[nH]n2c(=O)c1C
  -11% | 5% | -8%
> COc1ccc(CCN2CC(C(=O)N(C)CCc3cn[nH]c3)CCC2=O)cc1 (centres undefined)
  -1% | . | -13%
> CCOc1cc(C2C(C#N)=C(N)Oc3n[nH]c(-c4ccncc4)c32)cc([N+](=O)[O-])c1O (centres undefined)
  0% | 6% | 1%
> Cc1ccc(NC(=S)N(Cc2cccs2)Cc2cc3cccc(C)c3[nH]c2=O)cc1
  12µM* | 0% | 21µM*

(further entries)
Values in the order: TDP1 cell noCPT | TDP1 block | TDP1 cell CPT
> N#CCCC1CCCC=C1N(Cc1ccccc1)C(=O)C(Cl)Cl (centres undefined)
  -3% | . | 0%
> O=C(O)c1c[nH]c(=O)c2ccccc12
  0% | -1% | -5%
> O=C(c1cc2cc([N+](=O)[O-])ccc2oc1=O)N1CCOCC1
  -14% | . | -1%
> Cc1cccc2cc(CN(Cc3nnnn3C3CCCCC3)C3CCCC3)c3nnnn3c12
  ? | 4%[56.1 µM] | 21µM*
